# Source: PubChem (National Center for Advancing Translational Sciences (NCATS))
# HCV inhibitor: HCV inhibition. Potency, µM (titrated, usually from 41.8 µM), without a hit: at the top dose activity change, negative = inhibition, usual class: inhibitors. 340,000 compounds, 3.4% hits. Huh7.5.1 HCVcc-Cre infection, luciferase reporter, 44 h. AID 651820; note: potency is the fitted concentration of half-maximal effect
#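 Infectious HCVcc-Cre (~0.5 moi) was added to cells just after compound, with cells seeded 4 h earlier at 1,000 per well. Luciferase activity after 44 h culture reported infection; substrate was incubated 15 min at room temperature before reading.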
# AmpC inh no detg: blocks E. coli AmpC beta-lactamase in detergent-free assay | AID 485341 | 330,000 compounds, 0.52% hits | AmpC nitrocefin hydrolysis, absorbance 480 nm, 0.0001% Triton | Potency, µM (highest dose often 57.1 µM), for the others: top-dose activity change, negative = inhibition, usual class: inhibitors;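 note: potency is the fitted concentration of half-maximal effect; plate controls were no compound for no effect and no enzyme for full effect; nearly all actives have a fitted effect of over 20% in size; some results filed as inactive show a strong effect at the top dose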
# Target sequence (P00811 whole entry, looked up): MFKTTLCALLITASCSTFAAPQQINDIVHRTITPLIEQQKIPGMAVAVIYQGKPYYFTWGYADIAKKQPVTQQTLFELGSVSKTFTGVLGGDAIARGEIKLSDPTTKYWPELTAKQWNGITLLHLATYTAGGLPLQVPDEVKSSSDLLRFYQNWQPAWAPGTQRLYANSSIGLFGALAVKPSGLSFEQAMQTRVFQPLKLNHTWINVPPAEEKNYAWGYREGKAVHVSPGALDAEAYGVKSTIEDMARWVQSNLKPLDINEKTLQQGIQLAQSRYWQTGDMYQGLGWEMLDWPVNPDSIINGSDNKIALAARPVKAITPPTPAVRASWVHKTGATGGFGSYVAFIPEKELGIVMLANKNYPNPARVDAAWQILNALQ
#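 AmpC (5.3 nM in the dispensed reagent) in 20 mM phosphate pH 7.0 with 0.01% (detergent screen) or 0.0001% Triton X-100 was preincubated with compounds for 15 min at room temperature. Nitrocefin was then added from an 800 uM solution, and hydrolysis was followed at 480 nm.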
# AmpC detergent: inhibitors of E. coli AmpC beta-lactamase with detergent | 370,000 compounds, 0.041% hits | AID 485294 | P00811 | AmpC hydrolysis of nitrocefin, absorbance 480 nm, 0.01% Triton | Potency, µM (highest dose often 114 µM), for inactives: top-dose activity change, negative = inhibition, usual class: inhibitors;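 note: potency is the fitted concentration of half-maximal effect; 0% = no-compound wells and -100% = no-enzyme wells; nearly all actives have a fitted effect of over 25% in size; some results filed as inactive show a strong effect at the top dose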
#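 AmpC (5.3 nM in the dispensed reagent) in 20 mM phosphate pH 7.0 with 0.01% (detergent screen) or 0.0001% Triton X-100 was preincubated with compounds for 15 min at room temperature. Nitrocefin was then added from an 800 uM solution, and hydrolysis was followed at 480 nm.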
# HCMV antiviral: blocks human cytomegalovirus replication | HFF cells, HCMV-luciferase reporter, 72 h; hits give low values | activity change, negative = inhibition, % at 57.5 µM | 410,000 compounds, 4.5% hits; in the data active = activity change below about -60%; inconclusive = no clear call, values can overlap the other calls; inactive = above about -39%
#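 HFF cells seeded 16 h at 37C, treated with compounds, infected with luciferase-reporter HCMV at MOI 1 PFU/cell; luciferase read at 72 h post infection, normalized to buffer-only and Salinomycin controls.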
# Giardia FBPA inh: blocks Giardia fructose-bisphosphate aldolase activity. 290,000 compounds, 0.71% hits. AID 2451. Potency, µM (series often up to 59.6 µM), without a hit: top-dose activity, negative = inhibition, actives largely listed as inhibitors. purified Giardia FBPA; note: potency is the fitted concentration of half-maximal effect; nearly all actives have a fitted effect of over 55% in size
# Target sequence (A8B2U2 whole entry, looked up): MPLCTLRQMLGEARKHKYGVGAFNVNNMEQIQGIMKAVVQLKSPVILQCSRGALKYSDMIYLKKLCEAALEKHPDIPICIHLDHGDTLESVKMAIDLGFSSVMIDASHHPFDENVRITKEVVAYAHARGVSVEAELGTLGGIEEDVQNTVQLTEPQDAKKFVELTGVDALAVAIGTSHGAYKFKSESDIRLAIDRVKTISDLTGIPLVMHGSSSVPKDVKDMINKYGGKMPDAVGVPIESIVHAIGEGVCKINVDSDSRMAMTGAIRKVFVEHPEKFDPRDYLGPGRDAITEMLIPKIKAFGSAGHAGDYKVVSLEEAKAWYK
#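 40 nM FBPA preincubated 10 min at RT with compound (up to 57.5 uM final), then substrate plus GAPDH/TPI/NAD/arsenate coupling and diaphorase/resazurin added. Fluorescence read after 20 min at RT, 525/598 nm.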
# Sm TGR inh: S. mansoni TGR enzyme inhibition; 360,000 compounds, 3% hits; Q962Y6; purified TGR, DTNB reduction, TNB absorbance 405 nm; Potency, µM (titrated, usually from 114 µM), without a hit: at the highest dose activity change, negative = inhibition, hits mostly inhibitors; AID 485364; note: potency is the fitted concentration of half-maximal effect; nearly all actives have a fitted effect of over 60% in size
#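 Kinetic colorimetric format: TGR-catalysed, NADPH-driven DTNB reduction monitored via TNB absorbance. Enzyme dispensed at 20 nM; compound exposure 15 min at room temperature before reaction start.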
# Starred values were filed as active, the others as inactive; ? = inconclusive; nt = not tested or not shown; & = joins results of further samples; ! = not active in a repeat; [ ] = dose if it differs, or a comment. Unless noted, calls come from the whole dose curve; as a rule, active = well fitted curve in the direction sought with a large enough effect; inconclusive = small, poorly fitted or top-dose-only effect, or another doubt; inactive = no such curve, though single readings can be large; an effect the other way counts as inactive or inconclusive. Unless noted, % is set by controls: 0 for no effect and ±100 for the full control effect.
SMILES,HCV inhibitor,AmpC inh no detg,AmpC detergent,HCMV antiviral,Giardia FBPA inh,Sm TGR inh
CC(C)(C)c1cc(=O)n2c(nc3ccccc32)[nH]1,?,-13%,0%,?,0%,0%
COc1cc(NC(=O)C2CCN(c3cnc4ccccc4n3)CC2)cc(OC)c1OC,nt,nt,-2%,30,nt,1%
O=C(COc1ccccc1[N+](=O)[O-])N/N=C/C=C/c1ccco1,-17%,-37%,1%,?,nt,35µM*
CC1=NNC(=O)C1CCC(=O)N/N=C/c1c(Cl)cccc1Cl (stereo unspecified),1%,-9%,-14%,-34,2%,5%
O=C(/C=C/c1ccc([N+](=O)[O-])cc1)NCc1ccco1,-9%,-14%,5%,-31,-10%,-32%
O=C(C[n+]1cc(-c2ccc(F)cc2)n2c1CCC2)c1cccs1,-1%,1%,3%,-26,7%,4%
COc1cc(/C=C/C(=O)O)ccc1OCc1ccccc1C#N,28%,-21%,-13%,-21,12%,-7%
CSCCC(NC(=O)OC(C)(C)C)C(=O)NC(C(=O)NC(CC(C)C)C(N)=O)C(C)C (stereo unspecified),-9%,25%,2%,26,5%,-5%
COc1cc(CNC2CCCC2)cc(OC)c1OC,-8%,-42%,-3%,38,-1%,7%
Oc1cccc(NC(=S)Nc2ccc(SC(F)F)cc2)c1,8%,-57%,-4%,-7,-5%,?
Cc1nnc(SCCn2c(N3CCCC(C)C3)nc3c2c(=O)n(C)c(=O)n3C)s1 (stereo unspecified),7%,2%,?,-8,2%,3%
CCCN1CCCc2cc(CN(CCCN3CCOCC3)C(=O)Nc3ccc(CC)cc3)ccc21,nt,nt,-7%,-5,nt,-30%
COc1ccc(-c2nc3ccccc3c(=O)n2O)cc1,10%,0%,1%,38,-20%,12%
Cc1cccc(-c2nc3scc(CCNS(=O)(=O)c4ccc(F)cc4C)n3n2)c1,nt,nt,3%,19,nt,-2%
Cc1ccccc1NC(=O)CN1CCC(C(=O)c2ccc3c(c2)OCCO3)CC1,3%,48%,8%,-12,-1%,21%
CCCN(C(=O)c1cn(C)c(=O)c2ccccc12)c1ccccc1C,24%,12%,-5%&6%,38&6,-1%,-1%&1%
CSCCC(NC(=O)COc1ccccc1)C(=O)OCCOc1ccc(F)cc1 (stereo unspecified),5%,21%,0%,-10,nt,4%
[O-][N+]1=C(c2cccs2)CN(O)C1,18%,-32%,?,-17,4%,-2%
CCOC(=O)c1nn(-c2ccc(F)cc2)c(=O)c2c(N)scc12,-25%,256%[activator],4%,-32,19%,6%
COc1cc(C(=O)NCCNc2nc3ccc(C)cc3cc2C#N)cc(OC)c1OC,-23%,-20%,?,12,1%,-10%
COc1ccc(S(=O)(=O)N2CCOCC2)cc1NC(=O)c1ccc(OCC(C)C)c(OC)c1,?,174%[activator],6%,0,nt,-10%
O=C(NCc1ccccc1)N1CCC(n2cnc3cc(F)ccc32)CC1,7%,0%,-6%,-4,-2%,-5%
C/C(=N\NC(=O)c1ccc(-c2ccccc2)cc1)c1ccco1,-4%,-44%,?,?,-1%,-4%
CC(C)c1ccccc1-n1c(SCC(=O)c2ccc3c(c2)NC(=O)CO3)nc2ccccc2c1=O,13µM*,?,-1%,-30,-9%,nt
Cc1cc(=O)oc2c3c(cc(OCC(=O)NCc4cccnc4)c12)OC(C)(C)CC3,?,71%[activator],-19%,4,4%,-2%
Cc1cc(C)cc(Nc2nc3c([nH]2)c(=O)n(C)c(=O)n3C)c1,-22%,-44%,-2%,1,-7%,3%
CCCCC(CC)CNC(=O)c1[nH]c(C)c(C(C)=O)c1C (stereo unspecified),-30%,1%,-7%,-65*,1%,6%
COc1ccccc1NC(=O)N1CC=C(c2c[nH]c3ccccc23)CC1,nt,nt,8%,43,nt,?
COc1cc(OC)cc(C(=O)N[C@H](C(=O)OCn2nnc3ccccc3c2=O)C(C)C)c1,17%,14%,-5%,56,0%,-8%
COc1cc(/C=C/C(=O)c2c(O)n(CCc3ccccc3)c(=O)[nH]c2=O)ccc1O,-2%,-25%,-12%,-97*,-15%,?

# Only Sm TGR inh, for 3 of the compounds above:
Compound | Sm TGR inh
COc1ccc(S(=O)(=O)N2CCOCC2)cc1NC(=O)c1ccc(OCC(C)C)c(OC)c1 | -10%
O=C(NCc1ccccc1)N1CCC(n2cnc3cc(F)ccc32)CC1 | -5%
C/C(=N\NC(=O)c1ccc(-c2ccccc2)cc1)c1ccco1 | -4%

# Continuation:
SMILES,HCV inhibitor,AmpC inh no detg,AmpC detergent,HCMV antiviral,Giardia FBPA inh,Sm TGR inh
CCCCOc1ccc(C(NC(=O)OCC)NC(=O)OCC)cc1,0%,-17%,?,44,4%,-9%
COc1ccc(C)cc1NC(=S)NNC(=O)c1c(Br)cnn1C,-2%,-23%,-5%,-8,?,-8%
COc1ccc(-c2cc(C(F)(F)F)nc(SCC(=O)NCc3cccs3)n2)cc1,-8%,-13%,-10%,?,8%,5%
CC(=O)NN1C(=O)c2ccccc2NC1c1ccccc1 (stereo unspecified),-15%,-11%,2%,45,1%,0%
Cc1c(CCOC(=O)c2ccc(Cl)cc2Cl)sc[n+]1CC(=O)c1ccccc1,13µM*,100%[activator],nt,12,nt,nt
O=C(O)[C@H](Cc1ccccc1)NC(=O)N1CCN(c2cccc(C(F)(F)F)c2)CC1,27%,-7%,2%,34,-2%,-34%
CC(C)CCCCCCNC(=S)Nc1ccc(S(=O)(=O)N2CCOCC2)cc1,?,-20%,?,-85*,-3%,-13%
O=C(COc1ccc2c(c1)OCO2)Nc1nnc(Cc2ccccc2)s1,6%,-21%,-3%,-31,nt,4%
Cc1ccnc(NC(=S)NC(=O)/C=C/c2ccc(Cl)cc2)c1,13%,-7%,1%,21,6%,4%
CCCn1c2ccccc2c2cnn(CC(=O)NCCCN3CCCC(C)C3)c(=O)c21 (stereo unspecified),?,48%,-1%,-65*,nt,1%
O=C(NC1CCCN(Cc2ccc(Cl)cc2)C1)C1CCC1 (stereo unspecified),7%,0%,3%,-4,12%,0%
CCOC1=C/C(=C/c2c(N)n3nc(S(=O)(=O)CC)sc3nc2=O)C=CC1=O,0%,-26%,-8%,-5,15%,-2%
CCOc1ccccc1C(=O)Nc1cc(-c2nc3cccnc3s2)ccc1C,nt,nt,-9%,11,nt,-1%
C=CCn1c(-c2ccc(OC)c(OC)c2)n[nH]c1=S,25%,-16%,3%,31,?,8%
COc1ccc(OC)c(C2CC(=O)C(C)C(c3cc(OC)ccc3OC)N2)c1 (stereo unspecified),-11%,41%,-3%,30,4%,3%
OCCC1CN(Cc2ccn[nH]2)CCN1Cc1ccc(F)c(F)c1 (stereo unspecified),19%,-11%,-5%,-21,2%,-16%
COCCN(C(=O)CC1CCCC1)c1c(N)n(CC(C)C)c(=O)[nH]c1=O,19%,0%,?,-16,nt,-5%
O=C(CCSc1ccc(Cl)cc1)NCc1ccncc1,7%,21%[11.4 µM],-8%,85,15%,-4%
O=C(COc1ccc2ccccc2c1)Nc1cccc2c1C(=O)NC2=O,nt,-14%,0%,nt,4%,nt
FC(F)(F)c1cc(CCN2C(=S)NC[C@@H]2CC2CCCCC2)cc(C(F)(F)F)c1,30%[activator],-19%,4%,3,-9%,3%

# Filtered by structure, the entries above with a furan ring, fused or not
SMILES,HCV inhibitor,AmpC inh no detg,AmpC detergent,HCMV antiviral,Giardia FBPA inh,Sm TGR inh
O=C(COc1ccccc1[N+](=O)[O-])N/N=C/C=C/c1ccco1,-17%,-37%,1%,?,nt,35µM*
O=C(/C=C/c1ccc([N+](=O)[O-])cc1)NCc1ccco1,-9%,-14%,5%,-31,-10%,-32%
C/C(=N\NC(=O)c1ccc(-c2ccccc2)cc1)c1ccco1,-4%,-44%,?,?,-1%,-4%

# (list continues)
SMILES,HCV inhibitor,AmpC inh no detg,AmpC detergent,HCMV antiviral,Giardia FBPA inh,Sm TGR inh
c1ccc(CCN2CCC(N3CCN(c4ccccc4)CC3)CC2)cc1,-20%,-19%,-15%,7,-4%,-7%
CC1CN(S(=O)(=O)c2cccc(C(=O)OCc3cc(=O)oc4cc(O)ccc34)c2)CC(C)O1 (stereo unspecified),10µM*!,-48%,-9%,28,7%,-10%
COc1ccc(NC(=O)CN(C)C(=O)c2cccc(S(=O)(=O)N3CCN(C)CC3)c2)cc1,-9%,-9%,-5%,-23,nt,89µM*
O=C(c1ccccc1OCc1ccc(Cl)cc1)N1CCN(c2ccccn2)CC1,-29%,27%,-16%,-34,nt,2%
CCN(CC)CCNC(=O)c1ccc(Cl)c(S(=O)(=O)N2CCCCCC2)c1,?,24%,?,?,-1%,0%
CC(C)(C)n1nnc(CCc2nnn(C(C)(C)C)n2)n1,5%,-1%,-5%,73,5%,-3%
Cc1ccc2[nH]c(C(=O)O)c(NC(=O)[C@@H]3C[C@@H]3c3ccccc3)c2c1,4%,-39%,-1%,47,18%,-27%
COc1ccccc1NC(=O)c1ccc2nsnc2c1,9%,-24%,-3%,28,-4%,8%
CC(=O)N1CCN(c2nc3c(F)cc(F)cc3s2)CC1,nt,nt,0%,104,nt,0%
CCOc1ccccc1NC(=O)Nc1ccc(OC)nc1,?,-11%,-12%,5,-19%,2%
NCCc1c(C(=O)O)[nH]c2ccc([N+](=O)[O-])cc12,-8%,-32%,-4%,0,-5%,-16%
COC(=O)C1CCN(C(=O)c2ccc3oc(Cc4ccc(Cl)cc4)nc3c2)CC1,-7%,150%[activator],0%,9,nt,-32%
Cc1cc(C(=O)COC(=O)c2ccc(F)cc2F)c(C)n1C1CC1,3%,-20%,-16%,?,nt,-9%
CCCN=C1N(C)C[C@@H]2[C@@H]3C(=O)N(C)C(=O)[C@@H]3[C@](CC)(C(=O)OC)N12,-1%,-12%,nt,-18,nt,nt
Cc1csc2c(NCCCN3CCOCC3)ncnc12,1%,-20%,-7%,44,2%,-1%
Cc1ccc(NC(=O)c2ccc(Cl)nc2)cc1S(=O)(=O)N1CCOCC1,?,-35%,nt,-8,nt,nt
COc1ccc(S(=O)(=O)N2CCN(C(=O)C3CCC3)CC2)cc1,?,-5%,0%,1,nt,0%
CCOC(=O)C(Oc1ccc2c(-c3ccccc3)cc(=O)oc2c1)c1ccccc1 (stereo unspecified),?,-6%,1%,13,0%,5%
CCC(=O)c1ccc(OCC(=O)OCC(=O)Nc2ccc3c(c2)OCCO3)cc1,9%,-21%,nt,-33,nt,nt
NS(=O)(=O)c1cccc(NC(=O)COC(=O)CN2C(=O)c3ccccc3C2=O)c1,4%,-29%,?,?,nt,6%
Cc1ccc(C(=O)COC(=O)CCc2ccc(S(=O)(=O)N3CCCCC3)cc2)cc1,47%[activator],-18%,-8%,?,-3%,1%
CCOc1ccc(-c2c(C(=O)N/N=C/c3c[nH]c4ccccc34)nnn2-c2nonc2N)cc1,-25%,-45%,4%,-27,-12%,-9%
Cc1ccnc(SCC(=O)N2CCN(c3ccccc3)CC2)n1,3%,-6%,-6%,-17,1%,3%
Cc1ccc(C(C(=O)NC(C)(C)C)N(Cc2ccc3c(c2)OCO3)C(=O)c2ccc(CN3CCOCC3)o2)o1 (stereo unspecified),0%,162%[activator],-5%,-2,3%,nt
CC(C)Sc1nc2ccccc2c(=O)[nH]1,6%,-16%,?,-15,-1%,-5%
